UHRF1 binding = UHRF1 methylated DNA binding inhibitors, primary screen, counter-screen for MBD2 inhibitor project, biochemical, TR-FRET, human UHRF1, single concentration; E3 ubiquitin-protein ligase UHRF1 (Homo sapiens), Q96T88; UHRF1 binding to methylated oligo; inhibition, % at 4.4 µM; 0.75% of 370,000 active; in the data active = inhibition above about 21%;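 also: UHRF1 SRA domain binding a hemimethylated CpG hairpin DNA probe; 0% = median of test compound wells and 100% = reference inhibitor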
ABHD4 inh = ABHD4 inhibitors, primary screen, biochemical, fluorescence polarization, mouse | AID 720543, 2013 | inhibition, % at 8.92 µM | (Lyso)-N-acylphosphatidylethanolamine lipase (Mus musculus), Q8VD66 | purified mABHD4, FP-Rh probe fluorescence polarization | 0.54% of 370,000 active;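 active = inhibition exceeding the mean over every tested compound plus 3 SD, cut at about 30% in these data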;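 also: 0% = plate median of compound wells and 100% = S159A mutant with DMSO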
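Material: mouse ABHD4 enzyme, wild type; Benchmarks: S159A mutant high control, sample median low control; Buffer or medium: HEPES pH 7.0, NaCl, Pluronic buffer; Signal: fluorescence polarization; Read-out: percent inhibition of probe binding, normalized to plate controls; Timing: pre-incubation 45 min, probe exposure 60 min, at 25 °C; Dosing: 8.92 µM, single dose.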
TCR CD3 inh = inhibitors of human TCR-CD3 interaction, primary screen, biochemical, fluorescence, TAMRA-labeled TCR probe; 0.37% of 360,000 active; inhibition, % at 9.4 µM; AID 651800, 2012; T-cell receptor (TCR); in the data active = inhibition above about 19%;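 also: recombinant mutant TCR 2C K166C tagged with TAMRA read by polarization; 0% = receptor in buffer alone and 100% = receptor with positive control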
TDP2 absorb = human TDP2 enzyme inhibitors, primary screen, biochemical, epi absorbance, recombinant enzyme; Tyrosyl-DNA phosphodiesterase 2 (Homo sapiens), O95551; T5PNP hydrolysis, p-nitrophenol absorbance 415 nm; inhibition, % at 12.8 µM; 0.34% of 370,000 active; AID 720702, 2013;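 active = inhibition above the mean of all tested compounds plus 3 SD, set per campaign, cut at about 25% in these data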;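 also: 0% = DMSO with enzyme and 100% = buffer with substrate but no TDP2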
Target sequence (O95551 whole entry, looked up): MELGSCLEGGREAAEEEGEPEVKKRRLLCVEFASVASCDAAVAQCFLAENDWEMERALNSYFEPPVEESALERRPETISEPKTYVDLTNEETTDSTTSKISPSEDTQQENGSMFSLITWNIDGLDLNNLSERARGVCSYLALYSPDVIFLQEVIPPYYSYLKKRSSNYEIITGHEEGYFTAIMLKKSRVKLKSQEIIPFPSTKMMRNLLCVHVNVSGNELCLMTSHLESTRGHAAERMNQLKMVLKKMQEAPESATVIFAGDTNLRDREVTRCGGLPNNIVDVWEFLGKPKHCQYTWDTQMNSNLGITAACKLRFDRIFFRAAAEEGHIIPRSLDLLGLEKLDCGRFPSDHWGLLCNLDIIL
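Evaluation: % inhibition relative to enzyme-containing and enzyme-free wells. Material: recombinant human TDP2. Benchmarks: enzyme-free and DMSO wells. Timing: enzyme reaction with compound for 2 h at 37 °C. Compound dosing: 12.8 µM only. Measured by: p-Nitrophenol epi absorbance. Reagent: T5PNP substrate at 5 mM, a TopII-DNA adduct mimic. Replication: single well per compound.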
HTRA1 inhibitor = HTRA1 serine protease inhibitors, primary screen, biochemical, fluorescence polarization, HTS | 0.5% of 340,000 active | AID 504803, 2011 | Q92743 | inhibition, % at 5.96 µM | recombinant HTRA1, FP-rhodamine activity-based probe; in the data active = inhibition above about 36%;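 also: 0% = enzyme with DMSO and 100% = wells lacking enzyme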
LEDGF integ inh = blockers of LEDGF/p75-dependent integrase strand transfer – biochemical, TR-FRET, high throughput, primary screen; HIV-1 integrase (with human LEDGF/p75); TR-FRET IN-LEDGF/p75 DNA integration, Eu/Cy5; inhibition, % at 3.7 µM; 0.64% of 370,000 active; AID 743269, 2014;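 active = inhibition above the screen-wide mean plus 3 SD, cut at about 13% in these data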;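 also: signal is the Cy5 over europium emission ratio at 671 and 618 nm; 0% = plate median of compound wells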
Tn7 DDE FP = inhibitors of Tn7 peptide binding to fibrin DD(E), primary screen, biochemical, fluorescence polarization, human fibrin, Tn7 probe | Fibrinogen beta chain (Homo sapiens), P02675 | FP displacement of FITC-Tn7 peptide from fibrin DD(E); 0% = median of compound wells per plate | inhibition, % at 8.3 µM | 0.13% of 370,000 active | AID 720508, 2013;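 active = inhibition above the mean of compounds falling within the control limits plus 3 SD of them, cut at about 14% in these data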;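 also: 0% = plate median of compound wells and 100% = 10 µM Aha-Tn7 peptide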
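System: human fibrin DD(E); quantity: Fibrin-DD(E) at 2 µM final; also added: fluorescent Tn7 probe at 0.1 µM; compound dosing: single nominal test concentration of 8.3 µM per compound; schedule: 10 min preincubation, 3 h with tracer, room temperature; detection: fluorescence polarization of the labelled Tn7 tracer; repeats: one replicate per compound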
SIAE inh = human SIAE inhibitors, primary screen, biochemical, fluorescence polarization, FP-Rh probe, 1536-well HTS | Sialate O-acetylesterase (Homo sapiens), Q9HAT2 | inhibition, % at 9.66 µM | AID 1053197, 2014 | SIAE FP-Rh probe binding | 0.69% of 370,000 active;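 active = inhibition above a cutoff: mean of compounds within the control limits plus 3 SD of those, cut at about 17% in these data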;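 also: 0% = plate median of compound wells and 100% = probe without SIAE protein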
Target sequence (Q9HAT2 whole entry, looked up): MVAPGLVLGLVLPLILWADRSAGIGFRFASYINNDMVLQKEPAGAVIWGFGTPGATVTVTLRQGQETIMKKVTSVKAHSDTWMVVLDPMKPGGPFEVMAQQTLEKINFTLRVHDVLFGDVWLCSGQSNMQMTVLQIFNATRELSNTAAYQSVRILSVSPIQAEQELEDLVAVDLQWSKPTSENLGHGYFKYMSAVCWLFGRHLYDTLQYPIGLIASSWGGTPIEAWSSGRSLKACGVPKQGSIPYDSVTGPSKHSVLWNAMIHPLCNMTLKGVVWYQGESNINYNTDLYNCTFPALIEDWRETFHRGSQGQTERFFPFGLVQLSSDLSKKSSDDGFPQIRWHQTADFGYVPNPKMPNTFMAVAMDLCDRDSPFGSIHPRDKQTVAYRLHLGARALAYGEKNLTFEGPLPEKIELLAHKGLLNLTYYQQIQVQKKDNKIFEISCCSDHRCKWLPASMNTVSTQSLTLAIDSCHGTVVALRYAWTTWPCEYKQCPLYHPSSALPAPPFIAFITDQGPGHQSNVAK
PG9 Ab binder = binders of HIV-1 gp120 antibody PG9, primary screen, biochemical, TR-FRET. 0.43% of 360,000 active. inhibition, % at 6.7 µM. TR-FRET gp120-PG9 antibody binding; in the data active = inhibition above about 8.5%
PRMT1 inh = PRMT1 methyltransferase inhibitors, primary screen, biochemical, fluorescence polarization; Protein arginine N-methyltransferase 1 (Homo sapiens), Q99873; recombinant PRMT1, activity-based probe fluorescence polarization; inhibition, % at 2.79 µM; 1.3% of 370,000 active; AID 652257, 2013;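 active = inhibition above about 21% made by adding two undisclosed values, limit read from the data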
An asterisk follows results filed as active; . = no result given; & = joins results of further samples.

SMILES | UHRF1 binding | ABHD4 inh | TCR CD3 inh | TDP2 absorb | HTRA1 inhibitor | LEDGF integ inh | Tn7 DDE FP | SIAE inh | PG9 Ab binder | PRMT1 inh
C=CCn1c(SCCC)nc(O)cc1=O | -2 | 5 | 6 | 9 | -7 | 1 | -3 | 8 | -0.6 | -2
O=C(COC(=O)c1ccc[n+]([O-])c1)Nc1ccccc1OC(F)F | -1 | 0 | 1 | 9 | 0 | 7 | -11 | 0 | -0.7 | 0
Cc1cc(NS(=O)(=O)c2ccc(NC(=O)COc3ccccc3C(C)(C)C)cc2)no1 | -1 | -17 | 4 | 4 | -37 | 0 | 4 | -13 | -1.4 | 3
Cn1c(N)c(C(=O)c2ccc(C#N)cc2)c(=O)n(C)c1=O | 1 | 5 | 4 | 5 | -2 | -1 | 0 | 4 | -1.4 | -2
CCOC(=O)C1CCN(C(=O)c2ccc3c(Cl)c4c(nc3c2)CCCC4)CC1 | -2 | 2 | 5 | 0 | -6 | 7 | -2 | 1 | -1.8 | 0
Cn1c(CC(=O)Nc2ccccc2)c(Sc2ccccc2)c2ccccc21 | -2 | -4 | 7 | 6 | 10 | -1 | -4 | 2 | -2.2 | -1
CC(C)(C)c1ccc(S(=O)(=O)N2CCC(c3nc4ccc(Cl)cc4[nH]3)CC2)cc1 | -5 | 0 | 1 | -4 | -24 | 2 | -7 | -100 | -0.2 | -2
C/C=C\C(=O)Nc1cccc(C2=NOC3(C2)C[C@@H](C(N)=O)N(C(=O)c2ccc(OC)cc2)C3)c1 (some centres undefined) | 0 | 3 | 3 | 4 | . | -1 | 5 | -2 | -0.6 | -1
Cc1nc(NCCc2ccccc2)c(C#N)c(C)c1[N+](=O)[O-] | 0 | 4 | 3 | -2 | -21 | -2 | -2 | -9 | 0.8 | -2
Cc1cccc(-n2c(=S)[nH]c3c(oc4ccccc43)c2=O)c1 | 0 | -1 | 7 | 6 | -2 | 6 | 3 | -7 | 16* | 3
Nc1c(-c2nn[nH]n2)cnn1-c1cc(Cl)cc(Cl)c1 | -1 | 1 | 4 | 21 | 1 | 3 | -3 | -1 | -1.9 | 1
Cc1cc(Nc2ncc(Cl)cc2Cl)n(-c2ccccn2)n1 | 5 | 5 | 8 | -7 | 3 | 1 | -2 | -8 | 0.2 | 2
CC(OC(=O)CCc1nc2ccccc2c(=O)[nH]1)C(=O)NCc1ccc2c(c1)OCO2 (centres undefined) | -1 | -3 | -3 | 8 | -1 | 2 | 1 | 10 | 1.8 | 0
CCCCn1c(SCC(=O)N2CC(=O)Nc3ccccc32)nnc1-c1ccoc1C | 2 | -2 | -7 | -18 | -7 | 6 | -7 | 2 | 0.9 | -1
C[C@@H]1CCCCO[C@@H](CN(C)C(=O)Nc2ccc(F)cc2)[C@@H](C)CN([C@H](C)CO)C(=O)c2cc(NC(=O)Nc3ccc4c(c3)OCO4)ccc2O1 | -3 | 0 | -3 | 4 | . | 0 | 4 | 16 | -0.4 | 3
CCC(=O)Nc1ccc2c(c1)OCCO2 | 1 | 3 | 2 | 8 | 0 | 1 | 6 | 2 | 0.4 | -3
NC(=O)N/N=C(/CCCCCC/C(=N\NC(N)=O)c1ccccc1)c1ccccc1 | 0 | -4 | 7 | -7 | . | -3 | 2 | 0 | -0.2 | -3
CNc1ccccc1C(C)(C)c1cn(-c2ccc([N+](=O)[O-])cc2)nn1 | 1 | -3 | 9 | 6 | 1 | 1 | 7 | 2 | 0.0 | -3
CCn1c(-c2ccccc2)c(C(=O)CC#N)c2ccccc21 | -1 | -3 | -1 | -6 | -8 | -3 | 6 | -3 | 1.3 | 1
CCn1c2ccccc2c2cc(NC(=O)N3CCCCC3)ccc21 | -4 | 12 | -1 | 2 | 3 | -2 | 1 | 13 | -1.2 | 3
O=C(Nc1ccccc1C(F)(F)F)OC1CCC12CCC(c1ccccc1)CC2 (centres undefined) | -3 | 1 | . | 6 | . | 0 | 3 | -5 | . | -2
CCOC(=O)N1CCC(C(=O)NNC(=O)c2ccc(Cl)cc2Cl)CC1 | 0 | 2 | -8 | 2 | 5 | -3 | 5 | -2 | -0.2 | 1
O=C(Nc1ccc(NC(=O)c2cccs2)cc1)c1ccc2ccccc2c1 | 1 | 5 | 13 | 7 | -8 | 2 | -5 | 0 | -1.1 | -4
CC(CCc1ccccc1)NC(=O)c1ccc(NC(=O)c2ccccc2)cc1 (centres undefined) | 13 | -10 | -2 | -6 | -4 | 0 | 6 | -9 | 1.8 | 4
CCN(C)c1nc(C)nc2c1nnn2Cc1ccccc1 | 0 | -1 | . | 1 | . | 0 | -6 | -3 | . | -1

4 entries already listed, ordered by count of non-hydrogen atoms, highest first.
SMILES | UHRF1 binding | ABHD4 inh | TCR CD3 inh | TDP2 absorb | HTRA1 inhibitor | LEDGF integ inh | Tn7 DDE FP | SIAE inh | PG9 Ab binder | PRMT1 inh
CC(OC(=O)CCc1nc2ccccc2c(=O)[nH]1)C(=O)NCc1ccc2c(c1)OCO2 (centres undefined) | -1 | -3 | -3 | 8 | -1 | 2 | 1 | 10 | 1.8 | 0
CC(C)(C)c1ccc(S(=O)(=O)N2CCC(c3nc4ccc(Cl)cc4[nH]3)CC2)cc1 | -5 | 0 | 1 | -4 | -24 | 2 | -7 | -100 | -0.2 | -2
CC(CCc1ccccc1)NC(=O)c1ccc(NC(=O)c2ccccc2)cc1 (centres undefined) | 13 | -10 | -2 | -6 | -4 | 0 | 6 | -9 | 1.8 | 4
CCC(=O)Nc1ccc2c(c1)OCCO2 | 1 | 3 | 2 | 8 | 0 | 1 | 6 | 2 | 0.4 | -3

(cont.)
SMILES | UHRF1 binding | ABHD4 inh | TCR CD3 inh | TDP2 absorb | HTRA1 inhibitor | LEDGF integ inh | Tn7 DDE FP | SIAE inh | PG9 Ab binder | PRMT1 inh
Cc1cc(NS(=O)(=O)c2ccc(NC(=O)CN3C(=O)NC(C)(c4ccccc4)C3=O)cc2)nc(C)n1 (centres undefined) | -1 | 12 | -2 | 2 | 2 | -1 | -1 | 4 | -0.1 | 1
Cc1ccc(C(=O)Nc2cccc(C(F)(F)F)c2)cc1NC(=O)c1nccn1C | 2&10 | 3&3 | -7&1 | 4&0 | -9&-6 | 7&-1 | -5&0 | -6&1 | -2.7&0.8 | 1&1
O[C@@H]1CN(C2CCN(Cc3ccccc3)CC2)CC[C@H]1N1CCCCCC1 | -3 | 2 | 3 | 9 | 10 | -1 | -2 | 0 | -4.3 | -3
CCOC(=O)c1ccc(NC(=O)CCS(=O)(=O)Cc2ccccc2)cc1 | -1 | 0 | 9 | 0 | -3 | -1 | -3 | -2 | -3.2 | -1
OC[C@@H]1CC[C@@H](Cc2ccc(-c3ccccc3)cc2)O1 | 1 | -7 | -1 | -7 | 1 | 1 | -1 | 0 | 0.6 | -3
CCOC(=O)c1c(C)[nH]c(C)c1C(=O)COc1ncnc2ccccc12 | 1 | -3 | 0 | -3 | -3 | 1 | -3 | 1 | 0.0 | 1
CCCN(C(=O)Cn1c(C(F)(F)F)nc2ccccc21)C1CCS(=O)(=O)C1 (centres undefined) | 2 | 10 | 5 | -2 | 6 | -4 | -3 | 3 | 1.0 | 0
O=C(CSc1nncs1)NC1CCCCCCC1 | -1 | -1 | -8 | -4 | 3 | -1 | -2 | 4 | 1.6 | -1
O=c1cc(CSc2ccccn2)c2ccccc2[nH]1 | 1 | -9 | 3 | 0 | -4 | 2 | 5 | 1 | -1.7 | -2
COc1ccc(CNc2nc(SCc3cc(=O)n4cc(Cl)ccc4n3)nc3ccccc23)cc1 | 1 | -2 | -2 | -2 | -2 | 2 | -3 | 0 | -0.8 | 0
COC(=O)N1CCN(CCc2ccccc2)CC1 | 3 | 9 | -3 | 13 | 4 | -3 | -9 | 3 | -1.0 | 0
COc1cc(C2CC(=O)Oc3c(C(CCN4CCCC(C)C4)c4ccc(N(C)C)cc4)c(OC)cc(OC)c32)cc(OC)c1OC (centres undefined) | -1 | 2 | -5 | -1 | 1 | 6 | -1 | 3 | -3.7 | -1
COC(=O)c1ccc(CN2C(=O)[C@]3(OCCC=C[C@H]3C)c3cc(OC)ccc32)cc1 | 0 | -1 | -7 | -4 | . | 0 | 5 | -4 | -0.9 | 3
CC(C)OP(=O)(OC(C)C)C(Nc1ccccc1)c1ccccc1C(F)(F)F (centres undefined) | 4 | 8 | -7 | -15 | -4 | -4 | -1 | -1 | 2.6 | 4
COc1ccc(/C=C/C(=O)NC(=S)Nc2cc([N+](=O)[O-])ccc2O)cc1OC | -1 | 12 | 50* | 4 | 6 | -1 | 12 | 18* | -1.2 | 0
COc1cccc(C(=O)NCC(=O)N/N=C/c2ccc(OC(=O)c3cccs3)c(OC)c2)c1 | 0 | -11 | -7 | 1 | -9 | 2 | 0 | -17 | 1.1 | 1
CCOC(=O)N1CCC(NC(=O)CSCc2nc(-c3ccc(C)cc3)oc2C)CC1 | 1 | -1 | 7 | 9 | -1 | 2 | 5 | -2 | -1.1 | 0
C=CCN1C(=O)/C(=C/c2ccc(OC)cc2)S/C1=N/c1nccs1 | 0 | -3 | 0 | -9 | -6 | -1 | -4 | -1 | -1.4 | -3
Cc1ccccc1OCC(=O)N/N=C/c1cn(Cc2ccccc2)c2ccccc12 | -2 | 2 | -2 | 1 | -5 | -1 | 2 | 2 | 0.7 | -2
CCOc1ccc(C(=O)N2CCSC2=S)cc1 | 4 | -2 | -1 | -7 | 0 | 0 | -1 | 1 | -0.8 | -1
COc1ccc(Cl)cc1NC(=O)CN(C)C(=O)c1ccc(OCc2ccccc2)c(OC)c1 | 19 | -8 | 4 | -7 | -36 | 3 | -3 | -4 | 2.4 | -2
O=C(COc1ccccc1)N1CCN(C(=O)c2ccccc2F)CC1 | 0 | 0 | -7 | 4 | 8 | 3 | -3 | -2 | -2.9 | -3
COC(=O)CC1C(=O)NCCN1C(=O)CSc1nc2ccccc2s1 (centres undefined) | 1 | -1 | 2 | -3 | 1 | -3 | 7 | 5 | -2.5 | 36*
C=CCNC(=O)CC(=O)N/N=C/c1cccs1 | 0 | 1 | 3 | 7 | -6 | 4 | 2 | 0 | -0.2 | -1

Screening data as filed in PubChem BioAssay.
